Assay outcomes (PubChem)
PvdQ inh = blocks Pseudomonas aeruginosa PvdQ acylase activity; purified PvdQ acylase, fluorescence plate reader; 340,000 tested, 0.063% active; inhibition, % at 10 µM; in the data active means inhibition above about 30%, passing the limit was not always enough; inconclusive means no clear call, values can overlap the other calls;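 further: 0% = vehicle neutral wells and 100% = reference inhibitor wells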
dFosB activator = enhances mouse delta FosB homodimer DNA binding; purified delta FosB, TAMRA-CDK5 oligo fluorescence polarization; percent of positive-control signal above neutral wells; activation, % at 25 µM; 340,000 tested, 0.99% active;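 active means mean activation above about 17%, with every replicate also reaching it, limit read from the data, passing the limit was not always enough; inconclusive means only one of the two conditions met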;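 further: fluorescence polarization rise as delta FosB binds a TAMRA Cdk5 AP-1 oligo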
Target sequence (P13346 whole entry, looked up): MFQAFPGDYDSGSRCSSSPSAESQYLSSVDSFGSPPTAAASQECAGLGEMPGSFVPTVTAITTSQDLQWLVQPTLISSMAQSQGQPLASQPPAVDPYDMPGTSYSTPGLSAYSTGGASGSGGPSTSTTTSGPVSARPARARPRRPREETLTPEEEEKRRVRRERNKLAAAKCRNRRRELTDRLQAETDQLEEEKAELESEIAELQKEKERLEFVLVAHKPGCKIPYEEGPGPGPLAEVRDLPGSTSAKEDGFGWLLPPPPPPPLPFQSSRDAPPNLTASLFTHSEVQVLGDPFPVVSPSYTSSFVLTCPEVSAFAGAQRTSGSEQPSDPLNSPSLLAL
PfHsp90 yeast 2 = inhibits growth of yeast expressing Plasmodium falciparum Hsp90 | S. cerevisiae expressing PfHsp90, BacTiter-Glo ATP, 48 h; yeast lacking PDR1 and PDR3 efflux regulators | inhibition, % at 9.4 µM | 310,000 tested, 0.32% active | AID 504621;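 active means every replicate shows inhibition above about 80%, whatever the replicate mean, limit read from the data; inconclusive means mean inhibition reaches the set limit but some replicate falls short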;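 further: 0% = DMSO neutral controls and 100% = 20 µM radicicol positive controls; yeast relying on Plasmodium falciparum Hsp90 in place of its own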
CAL PDZ FP-1 = blocks peptide binding to human CAL PDZ domain | AID 504414 | Q9HD26 | purified CAL PDZ, TMR-peptide fluorescence polarization, 1 h | inhibition, % at 20 µM | 330,000 tested, 0.02% active;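 active means highest replicate inhibition of at least 40%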;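 further: plate controls were DMSO neutral control wells for no effect and unlabeled competitor peptide control wells for full effect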
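Material: tagged CAL PDZ protein CerCALP, purified; buffer or medium: sodium phosphate/NaCl buffer pH 7.4 with TCEP, IgG, Thesit; also added: fluorescent TMR peptide probe; schedule: 1 h incubation at room temperature before polarization reading; technique: fluorescence polarization from S- and P-plane intensities, G-factor corrected; control set: unlabelled peptide and DMSO controls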
MITF act = increases MITF-driven TRPM1 promoter luciferase signal. SK-MEL-5 TRPM1-promoter luciferase, 24 h; % of positive control, neutral wells = 0. activation, % at 12.5 µM. 300,000 tested, 0.75% active. AID 588334;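 active means mean activation of at least 80% with every replicate also reaching 80%; inconclusive means mean reaches 80% but some replicate falls short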;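 further: 0% = neutral control wells and 100% = parthenolide positive control wells; values of inactives mirror those of a sister screen read the other way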
SR-BI uptake up = enhances SR-BI lipid uptake from DiI-HDL. CHO ldlA[mSR-BI] cells, DiI-HDL uptake fluorescence, 3 h; 100 = double the neutral-control signal. 320,000 tested, 0.096% active. activation, % at 12.5 µM;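 active means mean replicate activation of at least 60% and every replicate at or above 60%; inconclusive means mean or all-replicate condition met, but not both; inactive means mean below 60% and not all replicates reaching 60%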;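 further: 0% = median plate neutral-control signal and 100% = twice that signal; values of inactives mirror those of a sister screen read the other way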
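Assay system: CHO ldlA[mSR-BI] cells, LDL receptor-null, SR-BI overexpressing; medium: Ham's F12 with 0.5% BSA, HEPES 25 mM, pH 7.4; also added: DiI-HDL 10 µg/mL; timing: 3 h uptake period with compound, 37 °C; signal: DiI fluorescence, bottom read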
Rtt109 Vps75 = blocks Candida albicans Rtt109/Vps75 acetyltransferase activity | AID 540336 | purified Rtt109/Vps75, ThioGlo CoA-SH fluorescence, 4 h | 330,000 tested, 0.16% active | inhibition, % at 34.9 µM | Q5AAJ8;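 active means inhibition of at least 50% in every replicate; inconclusive means best replicate reaches 50% inhibition but some replicates fall short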
SR-BI DiI inh = mouse SR-BI HDL lipid transfer inhibition; Q61009; ldlA[mSR-BI] CHO cells, DiI-HDL uptake fluorescence, 3 h; inhibition, % at 12.5 µM; 320,000 tested, 0.96% active;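 active means mean replicate inhibition of at least 70% and a set share of replicates each scoring 70 or more; inconclusive means meets just one of the two criteria; inactive means fails both criteria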;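 further: 0% = median of neutral control wells and 100% = median of positive control wells; values of inactives mirror those of a sister screen read the other way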
Target sequence (Q61009 whole entry, looked up): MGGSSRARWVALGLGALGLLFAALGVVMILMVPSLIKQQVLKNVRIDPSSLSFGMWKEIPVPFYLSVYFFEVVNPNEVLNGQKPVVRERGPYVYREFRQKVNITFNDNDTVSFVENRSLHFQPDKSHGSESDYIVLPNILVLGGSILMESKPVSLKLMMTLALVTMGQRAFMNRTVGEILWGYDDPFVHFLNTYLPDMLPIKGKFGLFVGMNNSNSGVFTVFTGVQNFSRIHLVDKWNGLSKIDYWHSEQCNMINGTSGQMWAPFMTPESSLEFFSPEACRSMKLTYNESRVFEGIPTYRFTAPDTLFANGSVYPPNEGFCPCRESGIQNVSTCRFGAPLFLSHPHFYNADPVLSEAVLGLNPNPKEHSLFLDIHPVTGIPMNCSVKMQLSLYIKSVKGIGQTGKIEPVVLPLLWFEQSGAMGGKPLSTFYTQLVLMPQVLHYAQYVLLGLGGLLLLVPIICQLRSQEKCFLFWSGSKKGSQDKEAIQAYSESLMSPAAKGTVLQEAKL
NSD2 inh = inhibitors of human histone methyltransferase NSD2 | 310,000 tested, 0.54% active | O96028 | NSD2 peptide methylation, AlphaScreen, 120 min | inhibition, % at 12.5 µM | AID 743445; in the data active means inhibition above about 50%
CAL PDZ FP-2 = CAL PDZ (human) peptide binding inhibition; 300,000 tested, 0.92% active; Q9HD26; purified CAL PDZ, TMR-peptide fluorescence polarization, 1 h; inhibition, % at 24.9 µM; AID 602252;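 active means mean inhibition of at least 30% with at least half of replicates also reaching 30%; inconclusive means no clear call, values can overlap the other calls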;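 further: 0% = DMSO neutral control and 100% = excess unlabeled competitor peptide PRC23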
The depositor's hits bear a star; ? = inconclusive; / = not tested or not shown. Compounds as they come; about 4.3% have a hit in one of these screens.

structure	PvdQ inh	dFosB activator	PfHsp90 yeast 2	CAL PDZ FP-1	MITF act	SR-BI uptake up	Rtt109 Vps75	SR-BI DiI inh	NSD2 inh	CAL PDZ FP-2
COCCNc1oc(-c2ccc(F)cc2)nc1C#N	-18	3	5	-1.2	27	-4	6	4	6	-4
COc1ccccc1S(=O)(=O)CC(O)COc1ccc(C#N)cc1 (configuration not stated)	-10	-1	26	-2.0	-5	/	0	/	1	4
O=C(CCc1ccccc1)Nc1ccc(F)cc1F	-8	-5	18	0.6	55	13	-5	-13	-2	-1
Cc1ccc(-c2nc(-c3ccccc3)no2)cc1	-3	3	5	-0.1	1	21	-10	-21	-2	-2
O=C(NN=C1CCCCCCC1)c1ccc(F)cc1	-7	-8	-31	-1.7	8	4	2	-4	-3	-2
O=C1N(c2ccccc2)C(=Nc2ccccc2)SC12CC2	-21	1	14	0.5	-5	0	0	0	-1	-6
COc1ccc(-c2c[n+](CC(=O)OC3CC(C)CCC3C(C)C)c3n2CCC3)cc1 (configuration not stated)	1	-3	-6	-0.1	-86	-6	25	35	/	/
CC(C)(C)Nc1nc(NN)nc(NC(C)(C)C)n1	-19	4	-6	/	-16	12	-2	-12	0	-1
O=C(NCCc1ccc(F)cc1)c1cc2ccccc2oc1=O	-7	-3	-44	-2.3	8	13	-2	-13	8	-2
CN(CCn1ccnc1)Cc1cn(-c2ccccc2)nc1-c1ccc2c(c1)OCO2	-8	3	-25	-0.3	-4	18	-2	-18	/	2
O=C(CN1CCN(Cc2ccccc2)CC1)NC(c1ccccc1)c1ccccc1	-7	-18	6	-0.3	9	2	-6	-2	2	2
COc1ccc(CN2CCNC(=O)C2CC(=O)NCCc2nc(C)c(C)s2)cc1C (configuration not stated)	-15	-5	3	-1.7	-7	-24	0	24	0	-4
O=C(CSc1nnc(NC(=O)c2cc(Br)ccc2Cl)s1)NCC1CCCO1 (configuration not stated)	-9	4	13	-1.2	1	15	-2	-16	-2	-4
CN(C)c1ccc(-c2nnn(Cc3ccccc3Br)n2)cc1	4	-7	-13	-0.4	55	14	-5	-14	2	0
Cc1cccc(-n2c(CCN3C(=O)c4ccccc4C3=O)nc3ccccc3c2=O)n1	1	-7	-3	-2.6	7	12	6	-12	5	0
COc1cc(C(=O)Nc2cccc(NC(=O)c3cccs3)c2)cc(OC)c1OC	-9	-14	-2	-4.3	/	-78	2	78*	0	-7
O=C(COc1ccc(Cl)cc1)NCCCNC(=O)c1ccccn1	-12	1	12	0.6	-7	24	-4	-24	22	-2
COc1cccc(N=C2C(=O)N3CCCc4cccc2c43)c1	5	-8	-1	-2.1	2	-15	-5	15	3	-2
Cn1c(SCC(=O)N2CCCc3ccccc32)nnc1-c1ccco1	1	1	9	0.8	-14	0	2	0	-3	-3
O=C(c1ccccc1)N(c1ccccc1)C1C=CS(=O)(=O)C1 (configuration not stated)	-5	2	4	0.3	/	34	4	-34	0	/
Cn1c(=NC(=O)c2ccc3c(c2)OCCO3)sc2cc(S(C)(=O)=O)ccc21	-14	0	/	-1.6	-1	-26	-1	26	40	-1
Fc1ccc(-n2cc(-c3ccccc3)c3c(=S)nc[nH]c32)cc1	-3	-12	-33	-2.3	3	-17	3	17	7	-1
Cc1c(NC(=O)C2CCCN2S(=O)(=O)c2cccc3nsnc23)cccc1C(=O)O (configuration not stated)	4	-5	7	-0.4	-9	/	-20	/	/	/
COc1ccc(NC(=O)NC(=O)c2ccccc2)cc1	-1	-3	-8	-0.6	/	16	6	-16	-5	-4
O=C(CN1C(=O)NC2(CCCCC2)C1=O)N1CCOCC1	8	0	12	-1.2	-7	31	-4	-31	8	-6
CCNc1c(NC(=O)C2CCC(C)CC2)c(=O)oc2ccccc12 (configuration not stated)	5	-1	11	-2.7	-11	/	-8	/	/	1
CCSc1nnc(NC(=O)COc2ccc3ccccc3c2)s1	14	-5	-17	-1.8	-3	0	10	0	-2	-2
O=C1NC(=Nc2ccccc2)SC1Cc1ccccc1 (configuration not stated)	-18	-2	6	-0.4	7	-12	-9	12	-5	0
Cc1ccc(S(=O)(=O)N2CCC(N3CCN(C)CC3)CC2)cc1Cl	10	-8	-2	0.1	-1	-7	4	7	4	-6
O=C(N/N=C/c1cccc(OC(=O)c2ccc3c(c2)OCO3)c1)c1cncc(Br)c1	0	0	17	-2.7	-7	10	29	-10	-1	-23
COc1ccc(/C(C)=N/Nc2ccc(C(=O)O)cc2)c(OC)c1	-1	-8	-10	-0.4	48	-1	-2	1	2	-4
COc1cc(NC(=O)C2CCCN2S(=O)(=O)c2ccc3c(c2)CC(C)N3C(C)=O)cc(OC)c1 (configuration not stated)	-9	-11	-4	-1.0	0	-14	11	14	-3	/
O=C(N/N=C/c1ccoc1)c1cccc(OC(F)(F)C(F)F)c1	-3	-3	-2	-0.9	0	13	8	-13	-2	-2
COc1ccccc1NC(=O)CN1C(=O)COc2ccc(S(=O)(=O)N3CCCCCC3)cc21	-14	-2	25	-2.2	14	22	1	-22	-3	-2
CC1CC(NC(=O)c2c(O)nc3sccn3c2=O)CC(C)(C)C1 (configuration not stated)	-10	2	-63	-1.5	6	26	/	-26	5	-1
Cn1c(=O)[nH]c(=O)c2c1nc(CN1CCN(c3ccc(F)cc3)CC1)n2CCN1CCOCC1	-8	4	-8	-4.9	-8	/	-6	/	-2	-5
Cc1cc(O)cc(O)c1C=NCc1ccco1	0	-2	-1	-0.3	1	12	13	-12	40	-3
Cc1ccn2c(=O)nc(SCC(=O)NC3CCCC3)nc2c1	8	3	/	-1.0	-1	-15	-1	15	1	-2
O=C(NC1CCCC1)C1CCC(CNS(=O)(=O)c2cccs2)CC1 (configuration not stated)	-13	0	-20	-0.7	9	34	-4	-34	2	-2
O=C(NC(=S)Nc1ccc2[nH]c(=O)[nH]c2c1)c1cc(Br)ccc1Cl	-14	12	7	-0.2	14	21	3	-21	-4	-1
COc1ccc(Cl)cc1C(=O)Nc1ccccc1N1CCCCC1	-4	-1	8	-2.1	/	-63	7	63	-5	-8
CSc1ccc(CN(C)C(=O)c2cc(Cl)c3c(c2)OCCO3)cc1	-3	-10	-20	-3.1	-6	-33	-1	33	7	0
N#CC(C#N)=C1C=C2C=C(N3CCCCCC3)CCC2CC1 (configuration not stated)	5	-37	-19	-2.6	19	-44	0	44	-1	-2
CC(=O)Nc1cccc(NC(=O)COC(=O)C2CC3CCCC(C2)C3=O)c1 (configuration not stated)	-17	-9	-8	0.1	-1	-3	8	3	-1	-8
CC(C)n1c(NCCO)nc2ccccc21	-3	4	11	0.4	-13	30	-5	-30	2	9
CCN(CC)S(=O)(=O)c1ccc(Cl)c(C(=O)OC)c1	12	-4	-14	-0.5	-8	-7	2	7	-1	0
Cc1ccc(C(=O)N2CCC(C(=O)NCc3ccco3)CC2)cc1	-16	-5	-13	0.1	-5	13	0	-13	3	12
C=CCSc1nnc(NC(=O)c2cn(CC)c3nc(C)ccc3c2=O)s1	-1	-6	1	-1.3	7	-45	-12	45	-3	-3
CCOC(=O)C1(Cc2cccc(F)c2)CCN(C(=O)c2cnccn2)CC1	8	0	-5	-0.7	22	-2	-10	2	-3	2
Cc1ccc(NC(=O)CN(C)C(=O)c2ccc(OCc3c(C)noc3C)cc2)cc1	-1	-5	12	-0.2	-5	-13	0	13	2	1
CC12CCC(C(=O)N3CCN(c4ncccn4)CC3)(c3nc4ccccc4nc31)C2(C)C (configuration not stated)	1	-12	-11	-1.1	/	13	11	-13	3	/
O=C(Cc1c[nH]c2ccccc12)N/N=C/c1ccc(F)cc1	-13	-2	-9	-3.3	2	39	-17	-39	0	0
Cc1ccc(C(=O)Oc2ccc(C(=S)N3CCOCC3)cc2)cc1	1	-2	-11	0.1	12	-9	3	9	-2	2
COc1ccc(CSc2nnc(SCc3ccc([N+](=O)[O-])cc3)s2)cc1	-1	-5	0	0.7	-5	5	-12	-5	-1	-3
CC(=O)c1ccc(NC(=O)c2cc(CC(C)C)on2)cc1	-11	-1	-5	0.0	52	-17	-6	17	/	-3
COc1ccc(C(=O)NCc2cccnc2)cc1Br	-6	-9	-88	-2.0	/	10	3	-10	/	/
N#CC(C#N)=NNc1ccc([N+](=O)[O-])cc1	5	-6	7	0.5	-6	0	10	0	28	-5
CC(C)Oc1ccc(CCN=C(N)N=C(N)N)cc1Cl	-9	-4	4	-0.9	-9	19	0	-19	-3	/
CC1CCCC(NC(=O)COC(=O)c2ccc(Cl)nc2)C1C (configuration not stated)	4	-1	-12	0.2	7	2	-5	-2	-2	-1
COC(=O)c1sccc1NC(=O)c1ccc(Cl)cc1	3	0	-20	-0.8	-25	-10	5	10	-3	-3

(list continues)
structure	PvdQ inh	dFosB activator	PfHsp90 yeast 2	CAL PDZ FP-1	MITF act	SR-BI uptake up	Rtt109 Vps75	SR-BI DiI inh	NSD2 inh	CAL PDZ FP-2
COC(=O)CSc1nc2cc(OC)ccc2cc1C#N	-7	-8	/	/	/	-3	-10	3	-1	3
O=c1[nH]c(NC2CCCCC2)nnc1Cc1ccccc1	-1	0	0	1.4	-3	11	?	-11	/	-1
Cc1ccc(C(=O)N/C(=C\c2cccs2)C(=O)N2CCN(C)CC2)cc1C	-19	-6	3	-2.7	-4	5	17	-5	2	-3
Cc1cccc(NC(=S)N2CCN(C(=O)C3CCCO3)CC2)c1 (configuration not stated)	-8	8	4	-1.5	-7	10	-12	-10	-1	67*
CC(NC(=O)c1ccc(Cl)cc1Cl)C(c1ccccc1)N1CCOCC1 (configuration not stated)	-3	3	5	0.1	12	-23	5	23	1	5
CC1Cc2ccccc2N1C(=O)CN1C(=O)C(=O)N(Cc2ccccc2)C1=O (configuration not stated)	2	1	-1	-0.1	-10	16	6	-16	2	/

Structures above printed as active in SR-BI DiI inh:
structure	PvdQ inh	dFosB activator	PfHsp90 yeast 2	CAL PDZ FP-1	MITF act	SR-BI uptake up	Rtt109 Vps75	SR-BI DiI inh	NSD2 inh	CAL PDZ FP-2
COc1cc(C(=O)Nc2cccc(NC(=O)c3cccs3)c2)cc(OC)c1OC	-9	-14	-2	-4.3	/	-78	2	78*	0	-7
